DSG3 Ab inh = inhibitors of pemphigus antibody binding to human desmoglein-3; binding (percent of control), % at 10 µM; DSG3-coupled beads, scFv-anti-DSG3-GFP binding, flow cytometry; stronger effect = lower value; hit rate 0.48% among 310,000; P32926;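 active means binding more than 3 SD below its plate's average and above zero; inconclusive means below that plate limit but binding exactly zero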; further: some compounds called inactive have numbers as strong as hits
Arrestin-AP2 inh = human beta-arrestin and AP2 interaction inhibition | AID 504490 | FITC-arrestin peptide / GST-AP2 beads, flow cytometry; AP2 beta2 appendage carries R879A mutation | inhibition, % at 10 µM | hit rate 0.31% among 340,000;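 active means inhibition above a set limit, near 3 SD of compounds lacking own fluorescence, cut at about 54% in these data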;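 further: plate controls were DMSO wells for no effect and 5 µM unlabelled arrestin peptide for full effect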
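System: GST-AP2 R879A glutathione beads | Also added: FITC-arrestin peptide, 50 nM | Times: 12 min plus 1 h, RT | Signal: Bead flow cytometry, FITC channel | Buffer or medium: PBS with 0.05% Tween 20 and 0.1% BSA | Read-out basis: Percent drop in bead-associated FITC signal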
SR-BI uptake up = SR-BI HDL lipid transfer activation; activation, % at 12.5 µM; CHO ldlA[mSR-BI] cells, DiI-HDL uptake fluorescence, 3 h; 100 = double the neutral-control signal; hit rate 0.096% among 320,000;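 active means mean replicate activation of at least 60% and every replicate at or above 60%; inconclusive means mean or all-replicate condition met, but not both; inactive means mean below 60% and not all replicates reaching 60%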;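 further: 0% = median plate neutral-control signal and 100% = twice that signal; values of inactives mirror those of a sister screen read the other way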
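system = CHO ldlA[mSR-BI] cells, LDL receptor-null, SR-BI overexpressing | medium = Ham's F12 with 0.5% BSA, HEPES 25 mM, pH 7.4 | probe or stimulus = DiI-HDL 10 µg/mL | compound dosing = single-point compound dose | incubation = compound exposure 3 h, 37 °C | technique = DiI fluorescence, bottom read | read-out = cell-associated DiI fluorescence as measure of HDL uptake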
SR-BI DiI inh = mouse SR-BI HDL lipid transfer inhibition; Q61009; ldlA[mSR-BI] CHO cells, DiI-HDL uptake fluorescence, 3 h; inhibition, % at 12.5 µM; hit rate 0.96% among 320,000; AID 488896;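 active means mean replicate inhibition of at least 70% and a set share of replicates each scoring 70 or more; inconclusive means meets just one of the two criteria; inactive means fails both criteria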;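 further: 0% = median of neutral control wells and 100% = median of positive control wells; values of inactives mirror those of a sister screen read the other way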
PKA-R2B activ = activators of human PKA-R2B complex; activation, % at 11.4 µM; PKA-R2B holoenzyme dissociation, Cy5-IP20 fluorescence polarization; R2B truncated from residue 108, S112A mutant; 0% DMSO only, 100% 113 µM cGMP; AID 504700; hit rate 0.079% among 340,000;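 active means activation above a cutoff set at the mean over all compounds plus 3 SD, cut at about 18% in these data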;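 further: higher means more holoenzyme dissociation and a rise in polarization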
Target sequence (P31323 whole entry, looked up, other chains not shown, the tested form may be a part): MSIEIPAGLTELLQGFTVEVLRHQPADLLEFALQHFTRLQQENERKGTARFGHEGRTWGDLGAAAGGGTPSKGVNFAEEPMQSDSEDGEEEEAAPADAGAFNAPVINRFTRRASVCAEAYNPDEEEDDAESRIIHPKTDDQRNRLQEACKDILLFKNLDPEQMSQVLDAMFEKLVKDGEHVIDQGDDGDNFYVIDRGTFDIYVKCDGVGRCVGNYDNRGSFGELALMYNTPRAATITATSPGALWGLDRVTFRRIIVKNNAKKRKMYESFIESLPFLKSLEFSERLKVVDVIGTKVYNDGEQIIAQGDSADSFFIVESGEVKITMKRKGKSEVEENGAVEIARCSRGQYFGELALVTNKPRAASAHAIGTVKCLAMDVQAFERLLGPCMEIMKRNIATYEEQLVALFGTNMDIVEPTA
dFosB activator = mouse delta FosB homodimer activation | AID 493131 | hit rate 0.99% among 340,000 | P13346 | purified delta FosB, TAMRA-CDK5 oligo fluorescence polarization; percent of positive-control signal above neutral wells | activation, % at 25 µM;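 active means mean activation above about 17%, with every replicate also reaching it, limit read from the data, passing the limit was not always enough; inconclusive means only one of the two conditions met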;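 further: fluorescence polarization rise as delta FosB binds a TAMRA Cdk5 AP-1 oligo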
NSD2 inh = NSD2 (human) methyltransferase inhibition; O96028; hit rate 0.54% among 310,000; NSD2 peptide methylation, AlphaScreen, 120 min; inhibition, % at 12.5 µM; in the data active means inhibition above about 50%
MITF act = activators of MITF-driven TRPM1 promoter activity in SK-MEL-5 cells; SK-MEL-5 TRPM1-promoter luciferase, 24 h; % of positive control, neutral wells = 0; activation, % at 12.5 µM; hit rate 0.75% among 300,000;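 active means mean activation of at least 80% with every replicate also reaching 80%; inconclusive means mean reaches 80% but some replicate falls short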;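 further: 0% = neutral control wells and 100% = parthenolide positive control wells; values of inactives mirror those of a sister screen read the other way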
CDK5 p35 inh = blocks human CDK5/p35 kinase activity; hit rate 0.01% among 330,000; AID 488839; Recombinant CDK5/p35, ADP-Glo luminescence, 60 min; inhibition, % at 10 µM; Q00535+Q15078;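 active means highest replicate inhibition of at least 50% and at least 75% of replicates reaching 50%; inconclusive means only one of the two criteria met; inactive means both criteria failed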;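 further: plate controls were DMSO neutral control for no effect and GW8510 at 10 µM for full effect; many of its hits are not listed in these tables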
PKA-R1A activ = activates the PKA-R1A holoenzyme complex; activation, % at 11.4 µM; P00514+P68181; AID 504707; PKA-R1A dissociation, Cy5-IP20 fluorescence polarization; scaled: DMSO 0%, 113 µM cGMP 100%; hit rate 0.083% among 340,000;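 active means percent activation above the mean of all tested compounds plus 3 SD, cut at about 19% in these data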;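 further: higher means more PKAc released from R1A so a rise in polarization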
SUMO Mot1 rescue = inhibitors of SUMOylation pathway: yeast Mot1-301 growth rescue; growth rescue, % at 18.8 µM; S. cerevisiae Mot1-301 growth rescue, ATP luminescence, 38.5C; percent above DMSO median, 100 means doubled; hit rate 1% among 320,000; AID 2716;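 active means every valid replicate shows activation above 250% relative to neutral control wells; inactive means the rest, any valid replicate at or below 250%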;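 further: OY570 slx delta 5 strain wells were the positive control but not used for scaling; some compounds called inactive have numbers as strong as hits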
* = called active by the depositor; i = inactive; ? = inconclusive; nt = no result given.

DSG3 Ab inh,Arrestin-AP2 inh,SR-BI uptake up,SR-BI DiI inh,PKA-R2B activ,dFosB activator,NSD2 inh,MITF act,CDK5 p35 inh,PKA-R1A activ,SUMO Mot1 rescue,SMILES
97,7,19,-19,11,-9,-3,9,1.2,-3,7,Nc1cc(OC(=O)c2ccc(F)cc2)nn1S(=O)(=O)c1ccc(F)cc1
102,9,15,-15,-10,-2,nt,nt,-1.7,-9,-1,Nc1ccccc1OCCOCCOCCOc1ccccc1N
nt,13,nt,nt,-5,-8,-5,-5,0.7,8,1,CC(NS(=O)(=O)c1ccc(OCC(=O)NCc2cccnc2)cc1)c1ccccc1 (centres undefined)
102,-18,nt,nt,-9,-4,0,15,0.2,-5,-1,COCCCn1c(=O)/c(=C\c2ccc(OC(F)F)c(OC)c2)s/c1=C(/C#N)C(N)=O
105,-3,-5,5,0,-4,3,-3,0.0,-7,-4,C=CCNC(=S)N1CCN(CCN=CC2=C(O)CC(c3ccco3)CC2=O)CC1 (centres undefined)
107,11,-16,16,-3,-8,-1,-2,0.9,2,4,Cc1ccc(C)c(OCCC(=O)Nc2cccc(S(=O)(=O)NC3=NCCCCC3)c2)c1
nt,19,9,-9,-8,7,-1,20,0.4,0,16,O=C(NCc1ccccc1)NC(=O)c1ccccc1
104,-11,?,-205,-10,9,0,3,1.7,-12,4,N/C(CSc1ncccc1C(F)(F)F)=N\O

DSG3 Ab inh,Arrestin-AP2 inh,SR-BI uptake up,SR-BI DiI inh,PKA-R2B activ,dFosB activator,NSD2 inh,MITF act,CDK5 p35 inh,PKA-R1A activ,SUMO Mot1 rescue,SMILES
97,8,-25,25,-3,1,-1,-19,-1.3,-7,i,CCOC(=O)N1CCC(n2c(=S)[nH]c3cc(OC)c(OC)cc3c2=O)CC1
105,1,-31,31,-3,10,nt,21,2.2,8,-17,CC(C)(C)c1ccc(CNc2cc(N3CCOCC3)ccc2[N+](=O)[O-])cc1
107,9,nt,18,-2,-3,-9,13,0.7,-5,-18,CCCCNC(=O)C1Cc2cc(S(=O)(=O)N3CCCCC3)ccc2N1C(C)=O (centres undefined)
93,23,nt,nt,2,-3,nt,8,0.8,-4,-11,COc1ccc(NC(=S)Nc2ccc3cn[nH]c3c2)cc1
114,3,23,-23,-3,-2,0,nt,-0.7,9,7,Cc1ccc(N2C(=O)C3C4C=CC(CC4)C3C2=O)cc1[N+](=O)[O-] (centres undefined)
nt,21,-3,3,-10,-14,6,9,2.4,0,-17,CC(CCc1ccc(O)cc1)N1CCC(Oc2ccc(C(=O)N3CCCC3)cc2)CC1 (centres undefined)
90,37,nt,nt,6,-2,0,-8,-0.3,2,-19,O=C(O)CCC(=O)Nc1ccc(Br)cc1C(=O)c1ccc(Cl)cc1
97,9,47,-47,6,-14,7,-1,-3.0,-10,nt,O=C(CN1CCN(Cc2ccccc2)CC1)c1ccc(Br)cc1

DSG3 Ab inh,Arrestin-AP2 inh,SR-BI uptake up,SR-BI DiI inh,PKA-R2B activ,dFosB activator,NSD2 inh,MITF act,CDK5 p35 inh,PKA-R1A activ,SUMO Mot1 rescue,SMILES
98,20,11,-11,-2,-2,33,2,-3.9,-1,-8,COC(=O)c1nn(-c2ccccc2)c(=O)cc1O
109,-1,18,-18,-3,-2,nt,-2,-0.5,3,4,C/C(=N\NC(=O)c1cc(C)nc2ccc(C)cc12)c1ccncc1
103,-8,12,-12,-3,-6,-3,11,-0.2,-13,16,O=C(N1CCN(c2ccccc2)CC1)C12CC3CC(CC(C3)C1)C2
106,-9,-3,3,9,0,4,-2,2.2,3,-3,O=C(Nc1ccc(F)c(Cl)c1)C1CC(=O)N(Cc2ccccc2)C1 (centres undefined)
95,6,32,-32,-4,-5,0,0,0.9,3,-18,CC(=O)c1ccc(NC(=O)C[n+]2ccccc2)cc1
nt,15,9,-9,0,-11,5,16,1.4,8,-1,CN(C1CCCCC1)S(=O)(=O)Cc1ccccc1

Among those listed so far, 6 contain a halogen:
DSG3 Ab inh,Arrestin-AP2 inh,SR-BI uptake up,SR-BI DiI inh,PKA-R2B activ,dFosB activator,NSD2 inh,MITF act,CDK5 p35 inh,PKA-R1A activ,SUMO Mot1 rescue,SMILES
97,7,19,-19,11,-9,-3,9,1.2,-3,7,Nc1cc(OC(=O)c2ccc(F)cc2)nn1S(=O)(=O)c1ccc(F)cc1
102,-18,nt,nt,-9,-4,0,15,0.2,-5,-1,COCCCn1c(=O)/c(=C\c2ccc(OC(F)F)c(OC)c2)s/c1=C(/C#N)C(N)=O
104,-11,?,-205,-10,9,0,3,1.7,-12,4,N/C(CSc1ncccc1C(F)(F)F)=N\O
90,37,nt,nt,6,-2,0,-8,-0.3,2,-19,O=C(O)CCC(=O)Nc1ccc(Br)cc1C(=O)c1ccc(Cl)cc1
97,9,47,-47,6,-14,7,-1,-3.0,-10,nt,O=C(CN1CCN(Cc2ccccc2)CC1)c1ccc(Br)cc1
106,-9,-3,3,9,0,4,-2,2.2,3,-3,O=C(Nc1ccc(F)c(Cl)c1)C1CC(=O)N(Cc2ccccc2)C1 (centres undefined)

Screens as filed in PubChem BioAssay.
